From PubChem
FN deposit inh: fibronectin deposition inhibition; AH1F fibroblasts, Alexa488-fibronectin deposition fluorescence, overnight; inhibition, % at 12.6 µM; actives 0.086% (n = 350,000); AID 743247;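 active = mean inhibition across replicates of 30% or more, regardless of how many single replicates reach that level; inconclusive = mean under 30% yet at least half of replicates reach 30%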;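 note: positive control wells lacked labelled fibronectin entirely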
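test system = AH1F fibroblasts assembling fluorescent fibronectin matrix | quantity = 10000 AH1F cells per well | buffer or medium = DMEM plus 2% serum, read in PBS | doses = single dose, pinned | incubation = 1 h cell attachment, overnight exposure to compound and label | detection = fluorescence at 485 nm excitation, 525 nm emission | read-out basis = inhibition from reduced deposited-fibronectin fluorescence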
RAD54 inh: RAD54 (human) branch migration inhibition. RAD54 Holliday junction branch migration, FAM/BHQ fluorescence. inhibition, % at 10.4 µM. actives 0.14% (n = 360,000). AID 602329;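 active = mean normalized replicate activity at least 40 and at least half of replicates scoring 40 or more; inconclusive = only one of the two criteria met; inactive = mean below 40 and under half of replicates reaching 40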;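 note: 0% = median of neutral control wells and 100% = median of positive control wells; inhibitors cause a drop in the FAM fluorescence signal; in these data hits start at about 50%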
Target sequence (Q92698 whole entry, looked up): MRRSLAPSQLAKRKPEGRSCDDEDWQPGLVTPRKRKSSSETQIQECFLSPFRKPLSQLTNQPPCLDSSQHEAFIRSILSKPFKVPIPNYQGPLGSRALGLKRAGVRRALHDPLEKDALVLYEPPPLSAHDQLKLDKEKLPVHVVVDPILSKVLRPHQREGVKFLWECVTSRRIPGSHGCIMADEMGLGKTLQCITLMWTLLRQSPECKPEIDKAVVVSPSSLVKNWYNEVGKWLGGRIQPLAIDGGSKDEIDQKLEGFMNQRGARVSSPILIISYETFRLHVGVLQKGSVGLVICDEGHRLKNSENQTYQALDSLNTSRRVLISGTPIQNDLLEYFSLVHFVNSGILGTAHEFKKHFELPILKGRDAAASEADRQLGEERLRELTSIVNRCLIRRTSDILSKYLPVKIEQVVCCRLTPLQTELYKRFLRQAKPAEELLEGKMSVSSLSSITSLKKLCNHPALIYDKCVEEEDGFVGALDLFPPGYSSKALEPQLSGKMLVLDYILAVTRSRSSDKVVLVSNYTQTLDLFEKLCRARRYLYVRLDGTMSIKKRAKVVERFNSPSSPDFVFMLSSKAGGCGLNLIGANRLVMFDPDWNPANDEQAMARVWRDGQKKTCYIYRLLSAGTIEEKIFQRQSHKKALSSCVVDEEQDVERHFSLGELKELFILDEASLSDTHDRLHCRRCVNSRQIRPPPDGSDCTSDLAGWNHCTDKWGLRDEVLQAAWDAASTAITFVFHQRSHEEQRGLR
EWS-Fli block: inhibitors of EWS/Fli oncoprotein transcriptional activity; A673 NR0B1-luciferase reporter, viability-normalised; inhibition, % at 12.6 µM; actives 0.67% (n = 350,000); AID 651661;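 active = mean inhibition of at least 50% after viability correction, with every replicate also passing that limit; inconclusive = mean reaches 50% but only one of two replicates passes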;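 note: firefly luciferase signal divided by Alamar Blue viability fluorescence both relative to DMSO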
esBAF inh: inhibitors of esBAF chromatin remodeling in mouse ES cells; reporter increase, % at 12.5 µM; Bmi1-luciferase knock-in reporter, 24 h; 100% = twice the neutral-well signal; actives 2% (n = 350,000); in the data active = activation above about 40%; inconclusive = no clear call, values can overlap the other calls;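 note: 0% = median of the plate's neutral control wells and 100% = double that signal; a rise in the Bmi1 reporter signal indicates esBAF inhibition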
XiGFP reactiv: reactivates the inactive X chromosome in mouse fibroblasts; activation, % at 7.58 µM; AID 743238; XiGFP mouse fibroblasts, % GFP-positive cells imaging, 3 d; cells co-treated with 5-aza-dC sensitizer; scaled so ellipticine positive control = 100%; actives 0.055% (n = 360,000);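 active = mean normalized replicate activation at least 10% and every replicate at or above 10%; inconclusive = only one of the two criteria met; inactive = mean below 10% and not all replicates reach 10%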;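 note: 0% = median of on-plate neutral control wells and 100% = ellipticine 6 µM median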
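System: SV40-immortalized XiGFP fibroblast cells, line 68-5-11 / Incubation: 3-day compound exposure, then 15 min fixation at room temperature / Compound: single concentration per compound, delivered by pin transfer / Buffer or medium: DMEM plus 5-aza-dC sensitizer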
RAD52 inh: blocks human RAD52 DNA annealing | actives 0.46% (n = 360,000) | recombinant RAD52 DNA annealing, FRET fluorescence | inhibition, % at 18.7 µM;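 active = every replicate showing at least 50% inhibition; inconclusive = mean inhibition at least 50% but not in every replicate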
E-selectin induc: induces E-selectin expression in human endothelial cells; P16581; HUVEC E-selectin immunofluorescence imaging; normalized: neutral wells 0, TNF-alpha wells 100; activation, % at 7.58 µM; actives 0.37% (n = 260,000); AID 686992;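 active = mean E-selectin-positive cell signal at least 10% of the positive control, reached in at least 60% of replicates, without over 20% cell loss; inconclusive = no rule given, readout overlaps actives, possibly toxicity-flagged; inactive = the rest, including those meeting only one limit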;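 note: in these data hits start at about 27%; measured in HUVEC primary endothelial cells; signal is the percent of cells scored E-selectin positive by PE staining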
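Test system: HUVEC | Signal: Immunofluorescence imaging | Read-out: Percent E-selectin-positive cells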
S100A4 inh HTS: inhibitors of human S100A4 binding to myosin IIA peptide | P26447 | S100A4/TAMRA-MyoIIA peptide fluorescence polarization | inhibition, % at 10.7 µM | actives 0.14% (n = 360,000);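 active = mean inhibition of at least 70% across replicates, with every replicate also reaching that level; inconclusive = mean inhibition reaches 70% but some replicates fall short; inactive = mean inhibition below 70%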
Target sequence (P26447 whole entry, looked up): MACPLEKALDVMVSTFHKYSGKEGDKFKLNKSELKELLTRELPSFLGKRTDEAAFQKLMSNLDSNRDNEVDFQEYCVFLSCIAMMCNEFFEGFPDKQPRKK
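Material: S100A4 monomer protein | Medium: HEPES pH 7.2 with CaCl2, KCl, NaCl, DTT, Triton | Reagent: Labelled myosin peptide probe, 5 nM | Doses: One dose per compound | Times: 5 min incubation before reading | Benchmarks: Neutral control DMSO, positive control TFP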
* = called active by the depositor; ? = inconclusive; / = no result given; & = joins results of further samples.

Order of values – FN deposit inh, RAD54 inh, EWS-Fli block, esBAF inh, XiGFP reactiv, RAD52 inh, E-selectin induc, S100A4 inh HTS
- O=C(c1ccc(F)cc1)N1CCCCN2[C@H](CO)[C@@H](c3ccc(-c4ccc(F)cc4)cc3)[C@H]2C1
    /, 5, -10, /, /, 42, /, -8
- COc1ccc(S(=O)(=O)N[C@@H]2CC[C@H](CCn3cc(-c4cccc(F)c4)nn3)O[C@H]2CO)cc1
    /, 2, 9, 7, -0.4, -10, -1.6, 27
- O=[N+]([O-])c1cccc2nc(-c3ccccc3)c(-c3ccccc3)nc12
    5, -12, 10, -5, 0.1, -2, 0.1, -1
- O=C(NC(=S)Nc1cc([N+](=O)[O-])ccc1O)c1ccc2c(c1)OCO2
    -3, 25, -64, -8, 0.4, -2, 6.5, -2
- Cc1ccc(N(CN2CCCC2=O)C(=O)c2ccccc2)cc1
    0, /, 3, /, 0.0, -12, -0.2, -2
- O=C(Nc1ccccc1F)N1CCCCN2[C@@H](CO)[C@H](c3ccc(C#Cc4ccccc4)cc3)[C@@H]2C1
    18, 14, -4, /, 0.0, -32, -0.1, 27
- Cc1c(NC(=O)c2ccc(S(=O)(=O)Nc3ccccc3F)cc2)c(=O)n(-c2ccccc2)n1C
    -2, -3, 2, -7, 0.2, -2, -0.5, -3
- Cc1ccn2c(=O)nc(SCC(=O)NCc3ccccc3Cl)nc2c1
    -2, 13, -5, /, 0.0, -47, /, -11
- CCNC(=S)N/N=C/c1ccc(F)cc1
    -1, /, 11, /, 0.0, -2, ?, 3
- Cc1cccc(CN2CCc3c([nH]c4ccccc34)C2)c1
    -2, 3, 6, -9, 0.3, -18, 0.1, -3
- Cn1c(=O)oc2cc(S(=O)(=O)N3CCC(C(=O)NCCc4ccccc4)CC3)ccc21
    1, /, 4, /, 0.0, -5, 3.7, 6
- CC1CC(C)CN(C(=O)Cn2ncc3c([nH]c4ccccc43)c2=O)C1 (stereo not given)
    6, 0, 9, -5, 0.1, -6, /, 5
- COc1ccc(CN(CC(=O)NC2CCCCC2)C(=O)CCC(=O)Nc2nccs2)cc1
    17, -2, 0, 2, 0.3, -9, /, -16
- Cc1ccc2[nH]c3c(=O)n4c(nc3c2c1)SCC4
    -16, /, -24, /, 0.0, 0, /, 2
- O=C(CN1C(=O)/C(=C/c2ccc(F)cc2)SC1=S)N1CCN(CCc2ccccn2)CC1
    0, -20, -2, 0, 0.3, -47, /, 9
- COc1ccc(CNC(=O)CCC(=O)Nc2nnc(C(C)C)s2)cc1
    7, /, -3, /, 0.0, -3, /, -4
- Cc1ccc2c(C)c(C(=O)NCCN3CCCC(O)C3)oc2c1C (stereo not given)
    0, 0, /, 6, 0.4, 0, /, -4
- CC(C)NC(=O)Nc1ccc2c(c1)C(=O)N([C@H](C)CO)C[C@@H](C)[C@H](CN(C)CC1CCCCC1)O2
    /, -6, 6, 2, 0.3, 4, 0.2, -4
- CC(=O)N(C)C[C@@H]1Oc2ncc(-c3ccccc3C)cc2C(=O)N([C@@H](C)CO)C[C@@H]1C
    -11, -7, -5, 4, 0.3, -3, 0.2, -6
- CN1C(=O)c2cc(NS(C)(=O)=O)ccc2OC[C@H]2O[C@@H](CC(=O)Nc3cccc(F)c3)CC[C@@H]21
    -13, 1, -4, 2, 0.2, /, 0.0, /
- CNC(=O)CSc1nc2c([nH]c3ccccc32)c(=O)n1CCOC
    7, /, 12, /, 0.0, -19, /, 4
- NS(=O)(=O)c1ccc(CNC(=O)c2ccc(C(=O)c3ccccc3)cc2)cc1
    4, -6, 1, /, 0.2, -11, -0.3, -5
- CC(C[N+](C)(C)C)OC(N)=O (stereo not given)
    -2&-9, 5, 2, 4, -0.1, -5, 1.7, -3&-15
- Cc1ccc(-n2c(SCC(=O)NC3CCS(=O)(=O)C3)nc3ccccc3c2=O)cc1C (stereo not given)
    /, 7, -6, 7, 0.0, -6, 0.0, -15
- CC1CCCN(C(=O)C(=O)c2cn(CC(=O)N3CCCCCC3)c3ccccc23)C1 (stereo not given)
    3, -13, /, -1, -0.1, -140, 0.4, -3
- CC(C)CNC(=O)COC(=O)c1cccc(S(=O)(=O)NCC(F)(F)F)c1
    1, -1, -16, /, -0.1, -7, /, 0
- CN(C)CCCN1c2ccccc2Sc2ccc3ccccc3c21
    -4, /, 4, /, 0.6, 21, 0.2, -3
- CO[C@H]1CN(C)C(=O)c2cc(NC(=O)CC(F)(F)F)ccc2OC[C@@H](C)NC[C@@H]1C
    -7, /, /, /, -0.2, -58, 0.7, -3
- COc1ccc(C2=CSC3=NCCN23)cc1OC
    2, 6, 9, -1, 0.2, -11, 0.6, -4
- Cc1ccccc1OCC(=O)OCC(=O)NC1CC1
    5, -5, -6, -2, -0.4, -17, /, 2

Copied from the list:
`Cc1ccc2[nH]c3c(=O)n4c(nc3c2c1)SCC4` in S100A4 inh HTS: 2
`COc1ccc(CNC(=O)CCC(=O)Nc2nnc(C(C)C)s2)cc1` in FN deposit inh: 7

Additional records.
Order of values – FN deposit inh, RAD54 inh, EWS-Fli block, esBAF inh, XiGFP reactiv, RAD52 inh, E-selectin induc, S100A4 inh HTS
- CCCNC(=O)N1CC2(C1)CN(C(=O)CC)[C@@H](CO)c1c2c2ccc(OC)cc2n1C
    /, /, -18, /, 0.4, 2, -0.3, -2
- COc1ccccc1CNC(=O)C[C@H]1C[C@@H]2c3cc(N(C)C)ccc3O[C@@H]2[C@@H](CO)O1
    -5, -16, 1, 8, 0.2, -34, -0.3, -14
- Nc1cccc(C(=O)OCC(=O)NC2CCCc3ccccc32)c1 (stereo not given)
    10, /, -1, /, 0.1, -29, /, 5
- C[C@@H]1CN([C@H](C)CO)C(=O)c2cc(C#CC3CCCCC3)cnc2O[C@@H]1CN(C)Cc1cccnc1
    /, -3, 27, 6, 0.7, 9, -0.2, -9
- Cc1ccccc1S(=O)(=O)N1C[C@@H](O)COC[C@H]2O[C@@H](CC(=O)N3CCN(C)CC3)CC[C@@H]21
    7, -3, -14, 6, 0.1, 3, 0.2, -1
- C=CCN1C(=O)[C@@]2(O[C@@H](CCn3cc([C@H](O)c4ccccc4)nn3)[C@H]([Si](C)(C)c3ccc(OC)cc3)[C@H]2C)c2cc(N3C(=O)c4cccc5cccc3c45)ccc21
    /, 3, -4, /, /, 16, /, 4
- N#Cc1ccc(CC(=O)c2ccccc2)[nH]c1=O
    0, -20, -24, -1, 0.1, -259, 0.3, -3
- C/C=C/c1ccc([C@@H]2[C@@H](C#N)N(S(=O)(=O)c3cccc(F)c3)[C@@H]2CO)cc1
    6, 0, 3, -5, 0.2, -31, 0.2, 4
- CCCNC(=O)c1ccc2c(c1)nc(C)n2-c1cccc(Cl)c1
    -4, -10, -1, 3, -0.1, -1, -0.1, -3
- COc1cc2c(cc1OC)CN(C(=O)[C@@H]1[C@H]3C(=O)O[C@H](c4ccccc4)[C@H](c4ccccc4)N3[C@H](c3ccccc3OCCO)[C@@]13C(=O)Nc1ccc(C#CC4(O)CCCCCC4)cc13)CC2
    /, -1, 19, /, /, -30, /, 1
- CCOC(=O)c1c(S(=O)(=O)NCC2CCN(Cc3cccc(F)c3)CC2)c(C)n(C)c1C
    15, -12, /, -5, -0.1, 1, /, -6
- CC=Cc1ccc2n(c1=O)C[C@H]1[C@H](CO)[C@@H](C(=O)NCC)N(Cc3ccccc3Cl)[C@@H]21 (mixture of isomers)
    /, -7, -4, 5, 0.0, /, 0.3, /
- O=C(CNC(=O)c1ccccc1F)NCCc1ccccc1F
    -3, 0, -46, 16, 0.0, -14, -1.7, 0
- CCOC(=O)C1=CCN(S(=O)(=O)c2ccccc2Cl)C1c1ccccc1 (stereo not given)
    5, -2, 6, 2, 0.0, -1, 0.2, 2
- C/C(=N\N1C(=O)CSC1=S)c1ccc(Br)cc1
    /, /, 3, /, 0.0, -96, /, -26
- Cc1cc(C)c(S(=O)(=O)Nc2cnc3ccccc3c2)c(C)c1
    0, 2, 8, 0, 0.2, -7, /, 3
- N#Cc1cccc(NC(=O)c2cc(C3CCCCN3C(=O)c3ccccc3)on2)c1 (stereo not given)
    -1, -2, -3, 7, -0.2, 8, 1.0, -2
- Cc1c(C)c2c(OCC(=O)N3CCC[C@H]3C(=O)O)cc3c(c2oc1=O)CCC(C)(C)O3
    /, -25, -5, -5, /, -12, /, 0
- NS(=O)(=O)c1cccc(NC(=O)COC(=O)CNC(=O)c2ccc(-c3ccccc3)cc2)c1
    -2, 1, -3, 9, -0.1, -9, -0.1, -4
- CC(C)CC#Cc1ccc2c(c1)O[C@H](CN(C)C(=O)Nc1ccccc1)[C@H](C)CN([C@@H](C)CO)S2(=O)=O
    -14, 4, 16, -7, 0.1, 8, -0.6, 3
- Cc1noc(C)c1NC(=O)Nc1ccc2c(c1)C(=O)N([C@H](C)CO)C[C@H](C)[C@@H](CN(C)S(=O)(=O)c1c(C)noc1C)O2
    3, 0, -3, -2, 0.1, /, -0.2, /
- COC(=O)CNC(=O)/C=C/c1cc(Br)ccc1OC
    /, 0, 1, 2, 0.0, 8, 1.8, 1
- CN(C)C(=O)C[C@@H]1C[C@@H]2c3cc(NS(=O)(=O)c4ccccc4)ccc3O[C@@H]2[C@H](CO)O1
    3, -5, -5, -7, 0.4, 2, -0.1, -34

2 successive compounds from above, quoted:
Order of values – FN deposit inh, RAD54 inh, EWS-Fli block, esBAF inh, XiGFP reactiv, RAD52 inh, E-selectin induc, S100A4 inh HTS
- COC(=O)CNC(=O)/C=C/c1cc(Br)ccc1OC
    /, 0, 1, 2, 0.0, 8, 1.8, 1
- CN(C)C(=O)C[C@@H]1C[C@@H]2c3cc(NS(=O)(=O)c4ccccc4)ccc3O[C@@H]2[C@H](CO)O1
    3, -5, -5, -7, 0.4, 2, -0.1, -34

Profiles, looked up by structure. Values in the order: FN deposit inh	RAD54 inh	EWS-Fli block	esBAF inh	XiGFP reactiv	RAD52 inh	E-selectin induc	S100A4 inh HTS
Results for CCCNC(=O)N1CC2(C1)CN(C(=O)CC)[C@@H](CO)c1c2c2ccc(OC)cc2n1C → /	/	-18	/	0.4	2	-0.3	-2
Results for COC(=O)CNC(=O)/C=C/c1cc(Br)ccc1OC → /	0	1	2	0.0	8	1.8	1
Results for NS(=O)(=O)c1cccc(NC(=O)COC(=O)CNC(=O)c2ccc(-c3ccccc3)cc2)c1 → -2	1	-3	9	-0.1	-9	-0.1	-4
Results for Cc1ccccc1S(=O)(=O)N1C[C@@H](O)COC[C@H]2O[C@@H](CC(=O)N3CCN(C)CC3)CC[C@@H]21 → 7	-3	-14	6	0.1	3	0.2	-1
Results for N#Cc1ccc(CC(=O)c2ccccc2)[nH]c1=O → 0	-20	-24	-1	0.1	-259	0.3	-3
